# Bioassay records: PubChem BioAssay, National Center for Advancing Translational Sciences (NCATS)
# Nrf2 inh = Nrf2 pathway inhibition; 2.1% of 360,000 active; Potency, µM (top dose mostly 46 µM), without a hit: at the highest dose activity change, negative = inhibition, hits mostly inhibitors; A549 ARE-Fluc reporter, luciferase luminescence, 18-24 h; note: potency is the fitted concentration of half-maximal effect; % is set by controls: 0 for no effect and ±100 for the full control effect; nearly all actives have a fitted effect of over 60% in size
#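 A549 ARE_Fluc cells (5000/well, 5% FBS OPTI-MEM) pre-incubated 2 h, then treated with compounds 18-24 h at 37C/5% CO2 in concentration-response. CellTiter-Fluor viability read first; BugLite luciferase luminescence after 15 min at room temperature gives Nrf2 activity.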
# MmCpn inh = blocks the Methanococcus maripaludis chaperonin Mm-Cpn; 0.031% of 330,000 active; purified Mm-Cpn ATPase, ADP Transcreener TR-FRET; Potency, µM (doses to about 76.9 µM), for inactives: at the top dose activity, negative = inhibition, most hits filed as inhibitors; note: potency is the fitted concentration of half-maximal effect; % is set by controls: 0 for no effect and ±100 for the full control effect; nearly all actives have a fitted effect of over 80% in size
#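 ATPase read-out: TR-FRET ADP immunoassay (anti-ADP Eu cryptate vs ADP-d2), ex 320 nm, em 590/665 nm; signal drops as ADP forms. Enzyme 25 nM, ATP 10 uM, 30 min at 37°C after 10 min compound preincubation.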
# Nrf2 ARE act = activates Nrf2 signaling; AREc32 ARE-luciferase reporter (MCF7-derived line), luminescence, 24 h; Potency, µM (doses to about 46.1 µM), for the others: top-dose activation, hits mostly activators; AID 624171; 0.31% of 410,000 active; note: potency is the fitted concentration of half-maximal effect; % of control where 0% means no effect; nearly all actives have a fitted effect of over 65% in size
#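 Steps: seed AREc32_Fluc cells (1000/well, 5% FBS OPTI-MEM); incubate overnight at 37 deg C; add 23 nL compound; incubate 24 hr; add Steady-Glo; hold 30 min RT; read luminescence.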
# TGFb inhibitor = inhibitors of TGF-b signaling. HepG2 CAGA-GFP TGF-b/SMAD3 reporter, GFP fluorescence, 18 h; TGF-beta stimulated, 500 pg/mL final. Potency, µM (titrated, usually from 46.1 µM), inactives show top-dose activity, negative = inhibition, actives largely listed as inhibitors. 1.2% of 410,000 active. AID 588855; note: potency is the fitted concentration of half-maximal effect; % is set by controls: 0 for no effect and ±100 for the full control effect; nearly all actives have a fitted effect of over 65% in size
#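 HEPG2 CAGA-GFP cells (1000/well, DMEM with 1% FBS) were pre-incubated 2 h at 37 degrees C, given compound by pin tool, then stimulated with TGF-beta at 500 pg/mL final for 18 h before per-cell GFP fluorescence imaging.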
# pAkt inh = blocks phosphorylation of Akt; 0.32% of 360,000 active; Neuro2A IGF-stimulated pAkt S473 HTRF, 20 min; stronger effect = lower value; activity change, % for hits at 50 µM; in the data active = activity change below about -80%; inconclusive = mostly about -51% to -80%; note: % is set by controls: 0 for no effect and ±100 for the full control effect
#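 Single-point screen (50 µM final compound) in Neuro2A cells stimulated 20 min with 6 nM IGF at 37 deg C. After lysis, Ser473-phosphorylated Akt read by HTRF (ex 330 nm, em 615/665 nm) as the 665/615 ratio.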
# CCT modulator = cytosolic chaperonin activity modulation; purified chaperonin ATPase assay, HTRF ADP detection, 30 min; activity change, % (no concentration beside the values), hits read low; 0.3% of 360,000 active; in the data active = activity change below about -30%; note: % is set by controls: 0 for no effect and ±100 for the full control effect
#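 First, chaperonin was dispensed at 40 nM or 20 nM final depending on batch activity. Next, compounds were pinned at 76 uM and ATP added at 10 uM. After 30 min at 37 °C, ADP detection reagents ran 30 min at ambient temperature.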
# A549 tox = A549 cytotoxicity, counter-screen for Nrf2 inhibitors; A549 ARE-Fluc cells, CellTiter-Fluor viability, 18-24 h; Potency, µM (series often up to 46 µM), for the others: top-dose activity change, negative = cytotoxicity, actives largely listed as inhibitors; 0.16% of 390,000 active; note: potency is the fitted concentration of half-maximal effect; % is set by controls: 0 for no effect and ±100 for the full control effect
#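 A549 ARE-Fluc cells in 5% FBS OPTI-MEM, 5000 cells/well, rested 2 h then exposed to compounds in concentration-response for 18-24 h at 37 °C. Viability by CellTiter-Fluor fluorescence (Ex 405/Em 525) after 30 min; luciferase luminescence (BugLite, 15 min, RT) read afterwards.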
# EPAC2 antagonist = antagonists of human EPAC2 | Potency, µM (top dose mostly 114 µM), for the others: at the highest dose activity, negative = inhibition, actives largely listed as inhibitors | Q8WZA2 | 0.18% of 360,000 active | EPAC2 GEF exchange of Rap1B-BODIPY-GDP, fluorescence; note: potency is the fitted concentration of half-maximal effect; % is set by controls: 0 for no effect and ±100 for the full control effect; nearly all actives have a fitted effect of over 45% in size; many of its hits are not listed in these tables
# Target sequence (Q8WZA2 whole entry, looked up): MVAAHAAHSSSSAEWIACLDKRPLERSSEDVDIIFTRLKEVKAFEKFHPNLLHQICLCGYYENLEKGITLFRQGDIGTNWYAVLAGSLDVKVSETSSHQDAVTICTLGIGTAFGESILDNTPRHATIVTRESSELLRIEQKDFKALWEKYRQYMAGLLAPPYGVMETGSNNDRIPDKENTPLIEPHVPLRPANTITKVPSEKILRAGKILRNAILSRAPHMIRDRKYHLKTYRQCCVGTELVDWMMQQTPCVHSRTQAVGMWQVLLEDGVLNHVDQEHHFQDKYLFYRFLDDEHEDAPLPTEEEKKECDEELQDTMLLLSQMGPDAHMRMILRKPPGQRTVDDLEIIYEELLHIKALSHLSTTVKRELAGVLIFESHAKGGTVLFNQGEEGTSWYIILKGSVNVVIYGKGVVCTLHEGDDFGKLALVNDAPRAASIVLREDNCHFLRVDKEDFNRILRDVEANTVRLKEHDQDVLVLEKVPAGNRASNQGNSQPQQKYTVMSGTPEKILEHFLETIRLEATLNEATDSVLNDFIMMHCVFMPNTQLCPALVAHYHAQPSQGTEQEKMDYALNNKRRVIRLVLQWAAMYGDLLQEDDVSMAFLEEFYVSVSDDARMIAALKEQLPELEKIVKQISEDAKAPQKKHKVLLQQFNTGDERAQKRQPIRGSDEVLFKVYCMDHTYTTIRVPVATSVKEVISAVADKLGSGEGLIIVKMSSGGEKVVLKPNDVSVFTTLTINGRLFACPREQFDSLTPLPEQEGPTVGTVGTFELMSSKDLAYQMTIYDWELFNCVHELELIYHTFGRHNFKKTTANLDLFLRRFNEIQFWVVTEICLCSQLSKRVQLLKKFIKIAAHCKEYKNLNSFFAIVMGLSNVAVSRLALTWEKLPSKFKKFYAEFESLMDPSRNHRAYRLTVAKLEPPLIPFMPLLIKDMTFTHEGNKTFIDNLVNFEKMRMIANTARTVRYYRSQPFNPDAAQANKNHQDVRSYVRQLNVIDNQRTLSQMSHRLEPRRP
# EPAC2 agonist = activates human EPAC2 exchange factor | Q8WZA2 | EPAC2 activation, biochemical qHTS; response scale: 100% = 6.5 mM cAMP response | 0.079% of 360,000 active | Potency, µM (doses to about 154 µM), for the others: top-dose activation, most hits filed as activators; note: potency is the fitted concentration of half-maximal effect; nearly all actives have a fitted effect of over 50% in size
#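 Fluorescence exchange assay: 100 nM EPAC2 with 250 nM RAP1B-BODIPY-GDP and 50 uM GDP; compounds tested as a concentration-titration series (qHTS). Loss of Rap1-bound BODIPY-GDP fluorescence read at 480/540 nm; data normalized to 6.5 mM cAMP.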
# Active calls of the source: *; i = inactive; ? = inconclusive; · = no result given; [ ] = remark or other dose. Unless noted, calls come from the whole dose curve; as a rule, active = well fitted curve in the direction sought with a large enough effect; inconclusive = small, poorly fitted or top-dose-only effect, or another doubt; inactive = no such curve, though single readings can be large; an effect the other way counts as inactive or inconclusive. Only part of the results is shown. The share of hits here may be higher or lower than overall.
SMILES,Nrf2 inh,MmCpn inh,Nrf2 ARE act,TGFb inhibitor,pAkt inh,CCT modulator,A549 tox,EPAC2 antagonist,EPAC2 agonist
Cc1cccc(Nc2nnc(SCC(=O)Nc3ccc(C(=O)O)cc3)s2)c1,2%,2%,-0.2%,7%,i,-0.5,-3%,-7%,0%
Cc1ccc(CONC(=O)c2cccc([N+](=O)[O-])c2)cc1,23%,0%,-0.1%,-8%,i,-2.6,0%,-1%,4%
O=C(CN1C(=O)CCS(=O)(=O)c2ccccc21)Nc1ccc2c(c1)OCCO2,-5%,-1%,-0.3%,-14%,i,-0.7,-15%,1%,0%
CCC(C)N(C(=O)c1csnn1)C(C(=O)NCc1ccc(F)cc1)c1ccccc1F (centres undefined),-4%,-2%,-0.4%,-15%,i,-1.9,-9%,-11%,7%
Cc1cc(C)c(C(=O)CSc2nc(C)cc(=O)[nH]2)c(C)c1,13%,-5%,5.1%,-4%,i,1.9,3%,-9%,-6%
COc1ccc(OC)c(NC(=O)CN2CCCN(Cc3ccccc3Cl)S2(=O)=O)c1,-8%,·,0.3%,?,·,·,0%,·,·
Cc1cccc(-n2nnnc2SCC(=O)NCCN2C(=O)CSC2=O)c1,-14%,-1%,0.5%,0%,i,0.2,·,-1%,7%
CSc1nc(Sc2ccccc2Cl)c2ccccc2n1,-16%,-25%,8.6%,?,·,-77*,3%,-33%,0%[15.6 µM]
Cc1ccc(C(=O)Nc2nc(=O)n(C(=O)C3CC3)s2)cc1,-15%,2%,3.0%,12%,i,-2.7,4%,3%,-16%
COc1ccc(NC(=O)N(C)C[C@H]2Oc3ccc(NC(=O)NC4CCCCC4)cc3C(=O)N([C@H](C)CO)C[C@@H]2C)cc1,4%,2%,0.2%,-19%,i,1.1,7%,-6%,4%
O=C(O)c1ccc(S(=O)(=O)N(Cc2cccs2)CC2CCCO2)cc1 (centres undefined),6%,0%,-0.4%,-9%,i,-0.9,0%,-1%,8%
c1ccc(-c2cn(C[C@H]3CC[C@@H]([C@@H]4CC[C@H](Cn5cc(-c6ccccn6)nn5)O4)O3)nn2)nc1,-8%,-4%,-0.1%,-25%,i,-2.6,5%,25%,-7%
COc1ccc(C)cc1NC(=O)c1nnn(CCc2ccccc2)c1N,7%,2%,-0.6%,-8%,i,-3.5,-6%,-6%,0%
CC(=O)N(C)c1ccc(NC(=S)NC(=O)/C=C/c2ccco2)cc1,-3%,-12%,20%,3%,i,0.3,-4%,0%,0%
COc1ccc(OCC(=O)OCc2cc(=O)n3nc(C4CCCCC4)sc3n2)cc1,?,·,-0.7%,0%,·,·,-1%,·,·
O=C(CSc1nnc(C2COc3ccccc3O2)o1)NC1CCCCC1 (centres undefined),19%,-1%,-0.6%,1%,i,0.3,3%,-14%,7%
COc1cccc(CNC(=O)C2CCC(=O)N(CC3CCCCC3)C2)c1OC (centres undefined),8%,2%,0.2%,-2%,i,0.2,4%,-1%,-5%
O=C(COc1ccc(Cl)cc1)OCc1ccc(Cl)cc1,1%,·,-0.3%,0%,i,-1.3,-4%,-4%,9%
COc1ccc(NS(=O)(=O)c2ccc(-c3n[nH]c(=S)n3Cc3ccccc3)cc2)cc1,-16%,-3%,2.0%,-2%,i,1.2,1%,-13%,0%
COc1cc2cc(-c3ccc(OC)c(OC)c3C)nc(N)c2cc1OC,?,·,5.6%,?,i,0.8,1%,-11%,2%
O=C(Nc1ccccc1Cl)Nc1cccnc1Cl,-5%,-1%,9.7%,-14%,i,-2.6,-1%,-15%,-3%
C=Cn1cc[n+](CC(=O)c2ccc(OC)c(OC)c2)c1,?,-1%,-1.0%,3%,i,-1.1,-1%,13%,7%
CCOC(=O)Nc1nnc(CCc2ccccc2)s1,1%,0%,-0.5%,9%,i,0.1,-8%,14%,4%
Cc1ccc(N2CC(NC(=O)C(=O)c3c(C)[nH]c4ccccc34)CC2=O)cc1C (centres undefined),-6%,0%,0.1%,0%,i,3.3,0%,-5%,5%
CC(C)Cn1c(=O)c2sccc2n2c(CCCC(=O)NC3CCN(Cc4ccccc4)CC3)nnc12,3%,1%,-0.5%,6%,i,-3.0,-2%,4%,7%
O=C(CCc1ccccc1)Nc1ccnn1C1CCN(C/C=C/c2ccccc2)CC1,4%,-1%,0.6%,-6%,i,-1.4,1%,-8%,10%
COc1ccc(CNC(=O)c2ccc(NC(=O)N3CCSc4ccccc43)cc2)cc1,-6%,·,-0.9%,22%,·,·,-3%,·,·
COc1ccc(-n2c(=O)c3c4c(sc3n(CC(=O)N3CCCCC3C)c2=O)CCC4)c(OC)c1 (centres undefined),-4%,·,-0.1%,-7%,·,·,-7%,·,·
CCN(CC(=O)NC(C)C)C(=O)C(CCSC)NC(=O)c1ccccc1OC (centres undefined),-12%,-5%,0.1%,-1%,i,1.4,1%,-5%,1%
CCOC(=O)C(NC(=O)c1cccc(Cl)c1)(OCc1ccc(F)cc1)C(F)(F)F (centres undefined),?,3%,3.9%,-33%,i,2.3,?,?,5%
CC(C)(C)NCCOCCOc1ccccc1-c1ccccc1,9%,0%,2.4%,-7%,i,-4.2,-8%,15%,9%
CN1CCN(c2ccc(S(=O)(=O)N3CCOCC3)cc2NC(=O)C2CCCCC2)CC1,0%,·,-0.2%,-2%,i,2.1,1%,5%,4%
Cc1nn(-c2ccc(C(=O)O)cc2)c(=O)c2ccccc12,1%,3%,-0.3%,-9%,i,-1.1,-6%,0%,-1%
CCCC(=O)Nc1ccc2c(c1)nc1n2CCOC1,3%,-1%,-0.5%,5%,i,-0.3,?,-1%,8%
O=c1oc2cc(Cl)ccc2n1CSc1nc2ccccc2s1,?,-4%,?,1%,i,-0.2,0%,-6%,7%
O=C(CN1CCN(c2cccc(Cl)c2)CC1)Nc1ccc([N+](=O)[O-])cc1C(=O)Nc1ccccc1F,?,0%,0.3%,0%,i,-1.0,7%,-8%,2%
Cc1ccc(/C=N/NC(=O)Cn2nnc(N)n2)cc1,3%,1%,0.2%,-9%,i,-3.2,-1%,-1%,17%
CCOC(=O)CNC(c1ccccc1)c1cc(Br)ccc1NC(=O)c1ccc(Cl)cc1 (centres undefined),9%,·,3.1%,14%,·,·,10%,·,·
CCCNC(=O)c1ccc(-n2c(-c3ccccc3)cc3c2CCCCC3)cc1,2%,·,13µM*,0%,·,·,4%,·,·
CC1(C(=O)NCCN2CCOCC2)C=CCN1C(=O)c1ccccc1 (centres undefined),?,-1%,4.0%,17%,i,0.8,23%,14%,2%
C/C(=N\NC(=O)CNC(=O)c1ccccc1Br)c1ccco1,5%,0%,22%,1%,i,0.6,3%,-1%,7%
CCOCCCNC(=O)C1CCCN1C(=O)Nc1ccccc1[N+](=O)[O-] (centres undefined),-2%,3%,0.8%,-2%,i,-0.5,-7%,-3%,-3%
CCC(=O)Nc1ccc(C2=Nn3c(nnc3C(C)C)SC2)cc1,1%,-1%,-0.6%,13%,i,0.4,3%,12%,1%
COc1ccc(-c2[nH]ncc2CN2CCN(C(=O)c3cccs3)CC2)c(F)c1,-28%,2%,0.0%,-6%,i,-4.1,1%,-2%,-4%
NC(=O)N/N=C/c1cccc(OCc2ccc(F)cc2)c1,-1%,-1%,-0.4%,1%,i,0.4,1%,0%,8%
Cc1cccc2c1nc(-c1ccccc1)n1nnnc21,·,-2%,-0.2%,-18%,i,-1.1,8%,6%,11%
CCCN(CC(=O)Nc1ccccc1OC)C(=O)c1nc2nc(C)ccn2n1,5%,-1%,-0.1%,-9%,i,2.0,2%,7%,-12%
O=S(=O)(c1cc(Cl)ccc1Cl)N1CCCC1,-11%,-2%,0.3%,7%,i,-2.2,1%,-11%,3%
COc1cccc(NC(=O)c2ccc3c(c2)N(CC(=O)N2CCOCC2)C(=O)C(C)(C)O3)c1,?,0%,0.6%,19%,i,1.3,-2%,2%,7%
CCN(CC)C(=O)CSc1nc(-c2ccc(C)cc2)nc2c1Cc1c(CO)cnc(C)c1O2,-1%,·,-0.4%,-8%,·,·,-2%,·,·
# (list continues)
SMILES,Nrf2 inh,MmCpn inh,Nrf2 ARE act,TGFb inhibitor,pAkt inh,CCT modulator,A549 tox,EPAC2 antagonist,EPAC2 agonist
COC(=O)CCCC1=CC2=CC(=O)C(C)(OC(=O)c3cccs3)C(=O)C2=CN1Cc1ccco1 (centres undefined),9%,2%,-0.8%,-1%,i,0.1,-12%,3%,3%
COc1ccccc1N1CCN(C(=O)C(=O)c2c[nH]c3ccccc23)CC1,-2%,0%,-0.4%,-4%,i,-1.0,1%,-15%,16%
Cc1ccc(S(=O)(=O)N2CCC(C(=O)OCc3ccccc3)CC2)cc1C,0%,-1%,-0.5%,-18%,i,2.0,2%,-5%,7%
CC(=O)c1c(C)oc2c1cc(NS(=O)(=O)c1ccc(Cl)c(C)c1)c1ccccc12,14%,·,3.9%,2%,·,·,0%,·,·
COc1cccc(CNS(=O)(=O)c2ccc3c(c2)oc(=O)n3C)c1,14%,1%,-0.4%,1%,i,-0.1,15%,0%,10%

# Arranged by SMILES length (ascending): some entries from above
SMILES,Nrf2 inh,MmCpn inh,Nrf2 ARE act,TGFb inhibitor,pAkt inh,CCT modulator,A549 tox,EPAC2 antagonist,EPAC2 agonist
COc1cccc(CNS(=O)(=O)c2ccc3c(c2)oc(=O)n3C)c1,14%,1%,-0.4%,1%,i,-0.1,15%,0%,10%
CCN(CC)C(=O)CSc1nc(-c2ccc(C)cc2)nc2c1Cc1c(CO)cnc(C)c1O2,-1%,·,-0.4%,-8%,·,·,-2%,·,·
COC(=O)CCCC1=CC2=CC(=O)C(C)(OC(=O)c3cccs3)C(=O)C2=CN1Cc1ccco1 (centres undefined),9%,2%,-0.8%,-1%,i,0.1,-12%,3%,3%
